Pin1 inh – blocks the human prolyl isomerase Pin1; Q13526; Pin1 FP peptide displacement, HiFluor488, 10 min; Potency, µM (doses to about 115 µM), for inactives: top-dose activity, negative = inhibition, most hits filed as inhibitors; 0.009% of 390,000 active; AID 504891; active = well fitted inhibition curve with a large enough effect in the polarisation, with a control signal flat, not every such curve was filed as active; inconclusive = small, poorly fitted or top-dose-only effect, or effect the other way, or a change in a side signal; inactive = no such curve, though single readings can be large or run the other way; the % refers to the polarisation; also: potency is read from the fitted curve at half-maximal effect; % is scaled to controls: 0 for no effect and ±100 for the full control effect
Target sequence (Q13526 whole entry, looked up): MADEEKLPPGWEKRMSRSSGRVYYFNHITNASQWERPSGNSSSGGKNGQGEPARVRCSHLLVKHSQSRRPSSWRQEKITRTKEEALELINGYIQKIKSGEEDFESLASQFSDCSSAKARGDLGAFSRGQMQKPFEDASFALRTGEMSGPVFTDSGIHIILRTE
IDH1 R132H inh – inhibitors of human mutant IDH1 R132H; Potency, µM (highest dose often 76.6 µM), without a hit: at the highest dose activity change, negative = inhibition, usual class: inhibitors; 0.093% of 390,000 active; IDH1-R132H enzyme, NADPH consumption, diaphorase/resazurin fluorescence; also: potency is read from the fitted curve at half-maximal effect; % is scaled to controls: 0 for no effect and ±100 for the full control effect; nearly all actives have a fitted effect of over 65% in size
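IDH1-R132H (0.5 ug/mL dispensed) in pH 7.5 Tris buffer was preincubated 30 min with compound, then given a substrate mix of 0.016 mM NADPH and 2 mM alpha-KG for 80 min at room temperature; remaining NADPH was read by diaphorase/resazurin fluorescence.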
TrxR1 substrate – substrates of rat thioredoxin reductase 1. O89049. purified TrxR1 substrate turnover, NADPH consumption readout. Potency, µM (doses to about 114 µM), inactives show at the highest dose activity change, negative = substrate turnover. 0.01% of 390,000 active; also: potency is read from the fitted curve at half-maximal effect; % is scaled to controls: 0 for no effect and ±100 for the full control effect; nearly all actives have a fitted effect of over 50% in size
Target sequence (O89049 whole entry, looked up): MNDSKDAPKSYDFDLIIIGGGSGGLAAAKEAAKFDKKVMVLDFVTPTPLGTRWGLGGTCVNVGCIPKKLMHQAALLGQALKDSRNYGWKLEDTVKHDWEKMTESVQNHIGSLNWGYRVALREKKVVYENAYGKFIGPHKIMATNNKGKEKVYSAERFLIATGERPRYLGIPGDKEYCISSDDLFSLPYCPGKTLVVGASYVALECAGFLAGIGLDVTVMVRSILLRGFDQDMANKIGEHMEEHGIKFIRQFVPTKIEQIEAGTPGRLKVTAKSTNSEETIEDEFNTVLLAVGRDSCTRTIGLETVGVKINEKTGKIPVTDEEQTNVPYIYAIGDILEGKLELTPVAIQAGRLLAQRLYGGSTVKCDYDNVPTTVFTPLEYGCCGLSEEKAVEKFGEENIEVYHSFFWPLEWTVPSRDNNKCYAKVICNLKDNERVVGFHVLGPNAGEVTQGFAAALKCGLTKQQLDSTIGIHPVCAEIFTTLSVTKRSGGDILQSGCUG
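Rat TrxR1, dispensed at 90 nM, was prereduced with 400 uM NADPH (final) for 5 min at ~22 deg C, then incubated with compound 15 min before 400 uM selenite. A first-read NADPH fluorescence drop versus no-compound background flagged substrates.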
USP1 inh – blocks the human USP1/UAF1 deubiquitinase complex; recombinant USP1/UAF1, Ub-Rhodamine cleavage fluorescence; 0.23% of 390,000 active; AID 743255; Potency, µM (top dose mostly 57.1 µM), without a hit: at the top dose activity change, negative = inhibition, hits mostly inhibitors; also: potency is read from the fitted curve at half-maximal effect; % is scaled to controls: 0 for no effect and ±100 for the full control effect; nearly all actives have a fitted effect of over 60% in size; inactives centre near -12
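1 nM enzyme complex + cpd, 15 min RT; start with Ub-Rho 150nM final; kinetic fluorescence ex 480/em 540, 6 reads q60 s. Buffer 50mM HEPES pH 7.8, 0.5mM EDTA, 0.1 mg/ml BSA, 1mM TCEP, 0.01% Tween-20.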
GLS inh – blocks human kidney-isoform glutaminase activity. O94925. 0.21% of 410,000 active. GLS enzymatic activity, qHTS titration. Potency, µM (highest dose often 45.5 µM), inactives show top-dose activity change, negative = inhibition, usual class: inhibitors; also: potency is read from the fitted curve at half-maximal effect; % is scaled to controls: 0 for no effect and ±100 for the full control effect
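Compounds were pin-transferred onto hKGA, after which L-glutamine (1 mM solution) and a detection mix of glutamate oxidase, HRP and Amplex Red were added. Initial and 30 min RT fluorescence reads were collected.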
PGK inhibitor – inhibitors of T. brucei phosphoglycerate kinase. P07378. PGK/GAPDH coupled, Kinase-Glo luminescence, 60 min. Potency, µM (titrated, usually from 57.5 µM), for inactives: top-dose activity change, negative = inhibition, hits mostly inhibitors. 0.043% of 380,000 active; also: potency is read from the fitted curve at half-maximal effect; % is scaled to controls: 0 for no effect and ±100 for the full control effect; nearly all actives have a fitted effect of over 60% in size
Target sequence (P07378 whole entry, looked up): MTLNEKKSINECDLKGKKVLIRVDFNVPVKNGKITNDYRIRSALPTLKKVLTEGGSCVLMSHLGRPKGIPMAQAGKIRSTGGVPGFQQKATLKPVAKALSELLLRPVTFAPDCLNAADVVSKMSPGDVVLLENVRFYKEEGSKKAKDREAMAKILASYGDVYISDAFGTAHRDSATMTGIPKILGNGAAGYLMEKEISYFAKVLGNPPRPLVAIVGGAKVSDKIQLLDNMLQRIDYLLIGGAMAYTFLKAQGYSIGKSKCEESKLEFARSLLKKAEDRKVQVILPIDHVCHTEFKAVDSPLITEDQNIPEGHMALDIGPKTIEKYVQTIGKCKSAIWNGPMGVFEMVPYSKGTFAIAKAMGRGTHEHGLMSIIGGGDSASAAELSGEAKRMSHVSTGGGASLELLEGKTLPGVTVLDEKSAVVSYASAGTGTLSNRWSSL
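Luminescent ATP detection (Kinase-Glo Plus) follows a 60-minute room-temperature incubation, with wells lacking PGK as controls. Buffer: 100 mM TEA (pH 7.6), 5 mM MgCl2, 0.01% Tween-20. Coupling enzyme GAPDH (100 nM final) supplies unstable 1,3-BPG in-well.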
rTrxR1 inhibitor – inhibitors of rat thioredoxin reductase 1; O89049; recombinant rTrxR1, NADPH fluorescence consumption, selenite substrate; Potency, µM (highest dose often 114 µM), without a hit: at the top dose activity change, negative = inhibition, usual class: inhibitors; 1% of 390,000 active; AID 588453; also: potency is read from the fitted curve at half-maximal effect; % is scaled to controls: 0 for no effect and ±100 for the full control effect; nearly all actives have a fitted effect of over 65% in size
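Rat TrxR1 (90 nM in the dispensed reagent) was pre-reduced with 400 uM NADPH for 5 min at room temperature, then incubated with compound for 15 min. After 400 uM selenite was added, NADPH fluorescence (Ex 340/Em 450 nm) was followed for 8 min.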
HP1b chromo inh – blocks HP1-beta chromodomain binding to methylated histone tails. AlphaScreen HP1-beta / biotin-H3K9me3 peptide binding. Potency, µM (titrated, usually from 114 µM), for inactives: top-dose activity change, negative = inhibition, hits mostly inhibitors. 0.56% of 390,000 active. AID 540317; also: potency is read from the fitted curve at half-maximal effect; nearly all actives have a fitted effect of over 70% in size; inactives centre near 23
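AlphaScreen: HP1-beta (50 nM) preformed 30 min with biotin-H3(1-18)K9me3 peptide (50 nM) in PBS pH 7.4, 0.01% Tween-20. Compound added for 30 min at RT, then streptavidin donor/nickel chelate acceptor beads (10 ug/mL) for 30 min.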
PI4K2A inh – blocks human PI4K2A kinase activity; Q9BTU6; purified PI4K2A, ADP-Glo luminescence, 1 h; active compounds read low; activity change, negative = inhibition, % at 76.9 µM; 0.13% of 420,000 active; AID 1346378; in the data active = activity change below about -50%; inconclusive = mostly about -30% to -49%;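 also: -100% = wells without enzyme as full effect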
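PI4K2A activity was measured by ADP-Glo luminescence: enzyme (4 ug/mL stock) and phosphatidylinositol (1.2 mM stock) in Tris pH 7.5/MgCl2/EGTA/Triton X-100 buffer were reacted with ATP (300 microM stock) for one hour at ambient temperature.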
The depositor's hits bear a star; i = inactive; ? = inconclusive; / = not tested or not shown; [ ] = another dose, or the depositor's remark. Unless noted, calls follow the shape of the dose curve; as a rule, active = well fitted curve in the direction sought with a large enough effect; inconclusive = small, poorly fitted or top-dose-only effect, or another doubt; inactive = no such curve, though single readings can be large; an effect the other way counts as inactive or inconclusive. This is a subset, so the mix of outcomes need not match the whole.

1	O=C(COC(=O)c1cc(S(=O)(=O)NCc2ccccc2)ccc1O)NCc1ccccc1
2	CC1CCN(CC(C)OC(=O)c2ccco2)CC1 (stereo unspecified)
3	CCCCCCn1c(=O)n2n(c1=O)[C@@H]1CN(S(=O)(=O)c3ccc(C)cc3)C[C@]1(O)[C@@H](OC(=O)NCc1ccc(OC)c(OC)c1)C2
4	C=CCn1c(SCc2cccc(OC)c2)nnc1-c1ccncc1
5	CC(O)[C@H]1CNC(=O)C(=O)N1CCc1cc(C(F)(F)F)cc(C(F)(F)F)c1 (stereo partly specified)
6	CC1CCCN(C(=O)CCNC(=O)c2ccccc2Cl)C1 (stereo unspecified)
Assay by compound	1	2	3	4	5	6
Pin1 inh	1%	-6%	/	-2%	-7%	-2%
IDH1 R132H inh	3%	-8%	10%	3%	-1%	5%
TrxR1 substrate	36%	8%	/	-1%	4%	7%
USP1 inh	-15%	-12%	-24%	1%	-26%	-20%
GLS inh	-11%	12%	-3%	-2%	-9%	0%
PGK inhibitor	-10%	2%	-12%	-4%	-1%	4%
rTrxR1 inhibitor	3%	22%	/	18%	17%	24%
HP1b chromo inh	-7%	-12%	/	29%	57%[activator]	38%[activator]
PI4K2A inh	0	1	3	1	0	9

7	COc1ccc(CCNC(=O)c2ccc(OCc3c(C)noc3C)cc2)cc1OC
8	Cc1ccccc1NC(=O)C(=O)NCC(c1ccc2c(c1)OCO2)N1CCN(c2ccccc2)CC1 (stereo unspecified)
9	CC1CCCCN1C(=O)CSc1nc(C2CC2)nc2ccccc12 (stereo unspecified)
10	COC(=O)c1ccc(C2CC(=O)Nc3c2c(C)nn3-c2nc(C)cc(C)n2)cc1 (stereo unspecified)
11	O=C(NCCc1ccccn1)c1cc(-c2cccc3ccccc23)nc2ccccc12
12	Cc1nn2c([nH]c(=O)c3ccccc32)c1C=O
Assay by compound	7	8	9	10	11	12
Pin1 inh	6%	-5%	1%	3%	-2%	-5%
IDH1 R132H inh	16%	6%	-2%	11%	15%	5%
TrxR1 substrate	3%	4%[57.1 µM]	-2%	-12%	5%	-1%
USP1 inh	-13%	?	-13%	0%	-9%	-15%
GLS inh	3%	-3%	5%	-8%	-3%	5%
PGK inhibitor	-8%	-5%	-2%	14%	-1%	-8%
rTrxR1 inhibitor	2%	35%[57.1 µM]	12%	-3%	-14%	2%
HP1b chromo inh	57%[activator]	-10%[57 µM]	-15%	36%[activator]	4%	12%
PI4K2A inh	-2	5	-2	0	0	-1

Part of the list above, with two lines to a compound:
Value order – Pin1 inh | IDH1 R132H inh | TrxR1 substrate | USP1 inh | GLS inh | PGK inhibitor | rTrxR1 inhibitor | HP1b chromo inh | PI4K2A inh
[9] CC1CCCCN1C(=O)CSc1nc(C2CC2)nc2ccccc12 (stereo unspecified)
    1% | -2% | -2% | -13% | 5% | -2% | 12% | -15% | -2
[10] COC(=O)c1ccc(C2CC(=O)Nc3c2c(C)nn3-c2nc(C)cc(C)n2)cc1 (stereo unspecified)
    3% | 11% | -12% | 0% | -8% | 14% | -3% | 36%[activator] | 0
[11] O=C(NCCc1ccccn1)c1cc(-c2cccc3ccccc23)nc2ccccc12
    -2% | 15% | 5% | -9% | -3% | -1% | -14% | 4% | 0
[12] Cc1nn2c([nH]c(=O)c3ccccc32)c1C=O
    -5% | 5% | -1% | -15% | 5% | -8% | 2% | 12% | -1

Going on with the list:
13	Cc1ccc(Cn2c(C(CO)Nc3nc(-c4ccc(Cl)c([N+](=O)[O-])c4)cs3)nc3ccccc32)cc1 (stereo unspecified)
14	C[C@@H]1CC(=O)[C@H]2CC(CO)=CCC[C@@H]2[C@@]1(C)CC/C(=C/CO)CO
15	O=C(CCc1ccccc1)Nc1cc(Cl)ccc1O
16	COc1ccc2oc(C(=O)OCC(=O)c3ccc4c(c3)OCCO4)c(C)c2c1
17	O=C(c1cccc(S(=O)(=O)NCc2ccccc2)c1)N1CCCC1
18	CCOC(=O)N1CCC(NC(=O)C(NS(=O)(=O)c2cccc3nsnc23)c2ccccc2)CC1 (stereo unspecified)
Assay by compound	13	14	15	16	17	18
Pin1 inh	-1%	-6%	-3%	32%[activator]	4%	-2%
IDH1 R132H inh	-8%	-8%	8%	1%	3%	-4%
TrxR1 substrate	6%[57.1 µM]	2%	-3%	4%[57.1 µM]	6%[57.1 µM]	3%
USP1 inh	-12%	?	-20%	3%	-23%	-23%
GLS inh	5%	0%	-4%	1%	-10%	-1%
PGK inhibitor	8%	-9%	-3%	0%	1%	6%
rTrxR1 inhibitor	7%[57.1 µM]	16%	4%	-6%[57.1 µM]	17%[57.1 µM]	21%
HP1b chromo inh	-3%	20%	25%	20%	22%	44%[activator]
PI4K2A inh	0	1	-4	-9	-1	11

19	O=C(NCCC1CCCCN1S(=O)(=O)c1ccc(F)cc1)C(=O)NCC1CCCO1 (stereo unspecified)
20	O=C(CCNS(=O)(=O)c1ccccc1C(F)(F)F)NCc1ccc2c(c1)OCO2
21	COc1cc(/C=C/C(=O)O)cc(S(=O)(=O)Nc2ccccc2Cl)c1OC
22	CCCN(CCC)CCCNC(=O)Cn1cc2c(n1)-c1c(oc(C(=O)N3CCCC3)c1C)CC2
23	O=C1C(SCCO)=C(SCCO)C(=O)c2ccccc21
24	CC(=O)NC(Cc1cccc(F)c1)C(=O)NC1CCN(C(=O)c2ccc(C)cc2)CC1 (stereo unspecified)
Assay by compound	19	20	21	22	23	24
Pin1 inh	0%	4%	-16%	-3%	?	4%
IDH1 R132H inh	5%	4%	0%	0%	25%	14%
TrxR1 substrate	-9%	5%[57.1 µM]	-3%	-13%	10µM*	2%
USP1 inh	-10%	-2%	1%	-18%	6.3µM*	-21%
GLS inh	10%	-3%	19%	-13%	?	14%
PGK inhibitor	i	-2%	i	4%	-18%	14%
rTrxR1 inhibitor	-13%	9%[57.1 µM]	-5%	-20%	16µM*	17%
HP1b chromo inh	22%	16%	37%	28%	?	41%[activator]
PI4K2A inh	5	1	0	-6	?	-3

25	COc1ccc(CNC(=O)C/C(C)=N/NC(=O)Cc2ccc(OC)c(OC)c2)cc1
26	CC1(C)CC(Cc2ccc(Cl)nc2)N(C(=O)OC(C)(C)C)C1 (stereo unspecified)
27	Cc1cccc(S(=O)(=O)c2c(N)n(/N=C/c3cccnc3)c3nc4ccccc4nc23)c1
28	Cc1cccc(N2CCN(C(=O)c3cc4cc(F)ccc4[nH]3)CC2)c1C
29	Cc1cc(C)cc(NC(=O)c2cc(S(=O)(=O)N3CCCCCC3)cn2C)c1
30	COc1cc(CNc2ccc(O)cc2)cc(Br)c1OCc1ccccc1
Assay by compound	25	26	27	28	29	30
Pin1 inh	0%	/	-1%	0%	-2%	0%
IDH1 R132H inh	1%	1%	-3%	4%	-9%	9%
TrxR1 substrate	5%	/	9%	-5%	2%[57.1 µM]	-4%
USP1 inh	-20%	-12%	6%	-9%	?	-27%
GLS inh	0%	-2%	4%	2%	0%	20%
PGK inhibitor	1%	-5%	4%	-8%	3%	-14%
rTrxR1 inhibitor	5%	/	5%	11%[57.1 µM]	20%[57.1 µM]	10%
HP1b chromo inh	23%	/	27%	11%	29%[57 µM]	?
PI4K2A inh	-2	0	0	2	-17	?

31	O=C(COc1ccccc1[N+](=O)[O-])N/N=C/c1ccc[nH]1
32	O=C(Nc1ccccc1C(=O)Nc1ccc2c(c1)OCO2)c1ccco1
33	CC(C)NC(=O)COC(=O)c1ccccc1C(=O)c1ccccc1
34	Cc1ccc(OCC(=O)N(Cc2cccc(F)c2)C2CCS(=O)(=O)C2)cc1 (stereo unspecified)
35	CC1=Nc2ccccc2N=C(NC(=O)c2ccccc2)C1c1ccccc1 (stereo unspecified)
36	O=C(CSc1nc2ccccc2n1Cc1ccc(F)cc1)N1CCN(c2ccc(F)cc2)CC1
37	O=C(O)/C=C/c1cn(Cc2ccccc2)nc1-c1cccs1
38	CCn1ncc(Br)c1C(=O)Nc1ccccc1C(F)(F)F
Assay by compound	31	32	33	34	35	36	37	38
Pin1 inh	1%	0%	7%	-8%	18%	3%	-7%	-5%
IDH1 R132H inh	21%	-4%	13%	7%	-2%	-4%	0%	-1%
TrxR1 substrate	5%[57.1 µM]	-6%[57.1 µM]	11%	1%	3%[57.1 µM]	1%[57.1 µM]	12%[57.1 µM]	-6%
USP1 inh	8%	-6%	-8%	-14%	-11%	-26%	-16%	-14%
GLS inh	-2%	1%	-1%	-16%	0%	-2%	4%	-11%
PGK inhibitor	i	-2%	-7%	-1%	-8%	-10%	i	-2%
rTrxR1 inhibitor	0%[57.1 µM]	-2%[57.1 µM]	21%	14%	28%[57.1 µM]	15%[57.1 µM]	-1%[57.1 µM]	7%
HP1b chromo inh	-11%	25%	43%[activator]	26%	44%[activator]	4%	15%	51%[activator]
PI4K2A inh	0	5	-17	5	-4	1	-4	8

Part of the list above, with the structure last:
no. | Pin1 inh | IDH1 R132H inh | TrxR1 substrate | USP1 inh | GLS inh | PGK inhibitor | rTrxR1 inhibitor | HP1b chromo inh | PI4K2A inh | compound
1 | 1% | 3% | 36% | -15% | -11% | -10% | 3% | -7% | 0 | O=C(COC(=O)c1cc(S(=O)(=O)NCc2ccccc2)ccc1O)NCc1ccccc1
2 | -6% | -8% | 8% | -12% | 12% | 2% | 22% | -12% | 1 | CC1CCN(CC(C)OC(=O)c2ccco2)CC1 (stereo unspecified)
